# Screening results (PubChem)
# SRC1 inh: inhibitors of human steroid receptor coactivator 1 (SRC1). Q15788. HEK293 GAL4-SRC1 luciferase reporter, luminescence. inhibition, % at 3.6 µM. 0.12% of 360,000 active. AID 588354;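 active = inhibition above the campaign mean plus 3 SD, with each screening campaign given its own cutoff, cut at about 60% in these data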;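 note: 0% = DMSO treated cells and 100% = gossypol at 36 µM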
# CF NFkB inh: cystic fibrosis NF-kB activation inhibition | KKLEB NF-kB-GFP reporter, PAF-induced, GFP fluorescence overnight | inhibition, % at 5 µM | 0.86% of 360,000 active;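 active = at least 50% inhibition at 5 µM, scaled per plate between neutral and stimulator controls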;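 note: PAF is a Pseudomonas aeruginosa culture filtrate used as stimulus; plate controls were PAF-stimulated DMSO wells for no effect and unstimulated DMSO wells for full effect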
# COUP-TFII inh: inhibitors of human COUP-TFII (NR2F2) | HEK293T NGFI-A luciferase reporter, luminescence | inhibition, % at 8.6 µM | 0.7% of 370,000 active;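 active = inhibition above a per-plate cutoff, mean inhibition of test wells between control levels plus 3 SD, cut at about 38% in these data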;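 note: cells cotransfected with COUP-TFII expression vector driving the NGFI-A reporter; 0% = median of COUP-TF2 test wells and 100% = reporter-only cells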
# Target sequence (P24468 whole entry, looked up): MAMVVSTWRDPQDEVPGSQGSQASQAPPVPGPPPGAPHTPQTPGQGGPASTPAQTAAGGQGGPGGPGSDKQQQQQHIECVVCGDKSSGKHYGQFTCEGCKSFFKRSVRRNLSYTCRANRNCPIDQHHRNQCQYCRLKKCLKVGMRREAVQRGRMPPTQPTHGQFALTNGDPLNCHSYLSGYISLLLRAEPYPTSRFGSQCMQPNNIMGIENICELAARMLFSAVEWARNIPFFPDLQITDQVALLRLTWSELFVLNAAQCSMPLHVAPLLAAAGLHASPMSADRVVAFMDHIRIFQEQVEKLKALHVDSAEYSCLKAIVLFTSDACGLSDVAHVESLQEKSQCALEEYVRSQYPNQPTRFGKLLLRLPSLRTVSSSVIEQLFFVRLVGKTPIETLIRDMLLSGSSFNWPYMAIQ
# NCOA2 inhibitor: inhibits human steroid receptor coactivator 2 | Q15596 | HEK293 GAL4-SRC2 luciferase reporter, luminescence | inhibition, % at 9 µM | 0.17% of 370,000 active;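 active = inhibition above the mean inhibition of all tested compounds plus 3 SD, set per campaign, cut at about 52% in these data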;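 note: 0% = DMSO treated cells and 100% = cells given Gossypol at 36 µM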
# SRC3 inh: human NCOA3 inhibition | HEK293 GAL4-SRC3 luciferase reporter, luminescence | inhibition, % at 3.6 µM | 0.17% of 360,000 active | AID 588352;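 active = inhibition above a per-campaign cutoff, the mean of all compounds plus 3 SD, cut at about 60% in these data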;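 note: 0% = DMSO-treated cells and 100% = gossypol-treated cells at 36 µM; higher means less SRC3-driven luciferase light from the GAL4 reporter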
# TROY signal inh: inhibitors of TROY-dependent NF-kB signaling; 0.98% of 360,000 active; Q293 LMP1-TROYcd NF-kB luciferase reporter, 4 h; AID 1347056; inhibition, % at 10 µM;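 active = compounds whose plate-normalised and pattern-corrected inhibition of the luciferase reporter signal at the single screening dose is 50% or more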
# TWEAK-Fn14 inh: TWEAK-Fn14 signaling inhibition | TWEAK-stimulated Fn14 reporter cells, luciferase luminescence, 8 h | 2% of 360,000 active | inhibition, % at 10 µM; in the data active = inhibition above about 50%
# NR5A2 inv ag: inverse agonists of human LRH-1 (NR5A2) | HEK293T StAR-luciferase reporter, LRH-1 transfected, 24 h | O00482 | inhibition, % at 3.6 µM | 0.13% of 360,000 active;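 active = inhibition above the mean inhibition of all tested compounds plus 3 SD, cut at about 73% in these data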;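 note: 0% = DMSO wells and 100% = reporter-only cells lacking LRH-1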
# Target sequence (O00482 whole entry, looked up): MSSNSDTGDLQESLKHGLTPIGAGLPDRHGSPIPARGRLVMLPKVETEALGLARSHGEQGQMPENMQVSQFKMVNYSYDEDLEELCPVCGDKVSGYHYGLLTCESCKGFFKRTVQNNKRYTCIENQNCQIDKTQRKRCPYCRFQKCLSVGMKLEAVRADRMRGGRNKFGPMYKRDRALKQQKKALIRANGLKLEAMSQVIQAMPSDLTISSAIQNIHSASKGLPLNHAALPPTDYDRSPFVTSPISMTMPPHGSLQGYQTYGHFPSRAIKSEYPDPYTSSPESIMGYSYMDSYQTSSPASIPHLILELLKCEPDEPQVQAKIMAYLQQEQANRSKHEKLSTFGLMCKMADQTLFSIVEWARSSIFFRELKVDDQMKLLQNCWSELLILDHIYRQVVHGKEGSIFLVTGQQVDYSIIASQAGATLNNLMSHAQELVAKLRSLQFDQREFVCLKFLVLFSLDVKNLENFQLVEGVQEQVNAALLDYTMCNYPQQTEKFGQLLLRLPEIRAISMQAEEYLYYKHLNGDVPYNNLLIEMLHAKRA
# C8 TRAIL sens: caspase-8 TRAIL sensitization. inhibition (viability loss, TRAIL sensitization), % at 10 µM. AID 624354. NB7+C8 cells + TRAIL, ATPlite viability luminescence. 1% of 360,000 active;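 active = compounds causing at least 50% loss of cell viability in the single-dose screen, relative to plate controls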
# EBV LMP1 NFkB: inhibitors of Epstein-Barr LMP1-induced NF-kappaB reporter | LMP1-induced NF-kappaB luciferase reporter cells, luminescence | 0.69% of 350,000 active | inhibition, % at 12.5 µM; in the data active = inhibition above about 41%;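 note: 0% = neutral control wells and 100% = reference inhibitor control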
# KKLEB tox: reduces viability of KKLEB cystic fibrosis airway cells; 0.36% of 360,000 active; AID 602141; activity change (cytotoxicity), % at 5 µM; KKLEB CF airway cells viability, ATPlite luminescence, overnight; hits give low values; cells stimulated with P. aeruginosa culture filtrate;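 active = corrected activity change at or below -50% at 5 µM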
# * = called active by the depositor; nt = no result given.
1. CCc1c(C)sc(NC(=S)NC(C)C2CCCO2)c1C(=O)OC (stereo unspecified)
2. COc1ccc(C(=O)NC(C)CCc2ccccc2)c(O)c1 (stereo unspecified)
3. CCCc1cc(=O)[nH]c(SCC(=O)Nc2cc(C)on2)n1
4. CCOC(=O)c1ccccc1NC(=O)CSc1ncc(C(=O)OCC)c(N)n1
5. Nc1nc(SCCO)[nH]c(=O)c1NC(=O)c1ccco1
6. O=C(CN(Cc1cccs1)C(=O)CNS(=O)(=O)c1ccc(Cl)cc1)NCc1ccco1
7. CC(C)Cn1c(-c2ccncc2)n[nH]c1=S
8. O=C(CN(C(=O)c1csnn1)c1ccccc1Cl)NCCc1ccccc1
Screen / compound no.	1	2	3	4	5	6	7	8
SRC1 inh	12	-17	-9	16	-7	1	0	16
CF NFkB inh	8	-5	7	10	-11	-10	1	0
COUP-TFII inh	-8	-20	32	-1	6	0	17	14
NCOA2 inhibitor	-18	2	-5	-7	9	-2	-10	-14
SRC3 inh	5	-32	13	11	-5	4	-1	0
TROY signal inh	19	3	-11	20	18	9	5	-8
TWEAK-Fn14 inh	9	8	0	-2	14	8	-9	17
NR5A2 inv ag	-20	-40	10	1	-28	5	-7	3
C8 TRAIL sens	-8	2	7	-12	-8	-6	8	-18
EBV LMP1 NFkB	2	-12	-4	11	-6	-2	-3	-6
KKLEB tox	-26	-1	1	3	5	2	4	7

# Sorted by length of the SMILES (rising): some entries from above.
7. CC(C)Cn1c(-c2ccncc2)n[nH]c1=S
5. Nc1nc(SCCO)[nH]c(=O)c1NC(=O)c1ccco1
3. CCCc1cc(=O)[nH]c(SCC(=O)Nc2cc(C)on2)n1
1. CCc1c(C)sc(NC(=S)NC(C)C2CCCO2)c1C(=O)OC (stereo unspecified)
8. O=C(CN(C(=O)c1csnn1)c1ccccc1Cl)NCCc1ccccc1
6. O=C(CN(Cc1cccs1)C(=O)CNS(=O)(=O)c1ccc(Cl)cc1)NCc1ccco1
Screen / compound no.	7	5	3	1	8	6
SRC1 inh	0	-7	-9	12	16	1
CF NFkB inh	1	-11	7	8	0	-10
COUP-TFII inh	17	6	32	-8	14	0
NCOA2 inhibitor	-10	9	-5	-18	-14	-2
SRC3 inh	-1	-5	13	5	0	4
TROY signal inh	5	18	-11	19	-8	9
TWEAK-Fn14 inh	-9	14	0	9	17	8
NR5A2 inv ag	-7	-28	10	-20	3	5
C8 TRAIL sens	8	-8	7	-8	-18	-6
EBV LMP1 NFkB	-3	-6	-4	2	-6	-2
KKLEB tox	4	5	1	-26	7	2

# The listing continues.
9. COc1ccc(CNC(=O)N2CCN(c3ccc(F)cc3)CC2)cc1Cl
10. Cc1cnc(C(=O)OCC(=O)Nc2cc(S(=O)(=O)N3CCCCC3)ccc2Cl)cn1
11. O=C(NCCc1ccccc1)c1cc(-c2ccccc2)c(N2CCOCC2)s1
12. O=c1c2nnn(Cc3ccccc3)c2ncn1-c1ccccc1
13. C=CCn1c(=O)c(C(=O)Nc2ncccc2C)c(O)c2ccccc21
14. O=C(Nc1cccnc1Cl)c1cc([N+](=O)[O-])ccc1Cl
15. COc1cc(OC)cc(-n2nc(C(=O)NCCCN3CCOCC3)c3ccccc3c2=O)c1
16. CC(C)OC(=O)NCCOC(=O)Nc1ccc(Cl)c(Cl)c1
Screen / compound no.	9	10	11	12	13	14	15	16
SRC1 inh	10	4	11	-7	-3	4	0	4
CF NFkB inh	-5	-7	-11	4	-17	-13	-9	0
COUP-TFII inh	-6	6	15	-10	0	1	9	4
NCOA2 inhibitor	-2	11	-8	-69	-9	4	-26	0
SRC3 inh	10	16	8	-13	6	-2	20	-10
TROY signal inh	-7	-9	-22	0	1	17	6	-7
TWEAK-Fn14 inh	30	-16	15	1	-10	20	6	22
NR5A2 inv ag	-12	-9	0	8	-16	-19	11	-13
C8 TRAIL sens	-7	-3	2	4	15	-12	-13	-1
EBV LMP1 NFkB	-2	9	5	2	5	-23	3	12
KKLEB tox	0	-23	4	-3	6	-5	11	-3

17. CCN(CC)S(=O)(=O)c1ccc(N2CCOCC2)c(NC(=O)c2nn(C)c(=O)c3ccccc23)c1
18. Cc1ccc(NC(=S)Nc2cccc3cnccc23)cc1C
19. CCCOc1ccc(CSC(=N)N)cc1C(=O)OC
20. CCCCn1c(N)c(N(CCC(C)C)C(=O)C2CCN(C(=O)c3ccccc3C)CC2)c(=O)[nH]c1=O
21. C/C(CC(=O)Nc1cccc(C(F)(F)F)c1)=N\NC(=O)C(=O)NCC(C)C
22. Cc1cccc(C(=O)Nc2ccc(O)c3c(=O)cc(-c4ccccc4Cl)oc23)c1
23. O=C(Nc1ccncc1)c1ccc(S(=O)(=O)Nc2ccccc2)cc1
24. Cc1ccc(C(=O)CSc2n[nH]c(C)n2)cc1
Screen / compound no.	17	18	19	20	21	22	23	24
SRC1 inh	5	-60	-20	0	-19	-5	13	-24
CF NFkB inh	6	36	12	4	-2	18	24	-10
COUP-TFII inh	15	2	-10	8	9	1	12	-12
NCOA2 inhibitor	9	-37	-17	6	13	11	19	-13
SRC3 inh	1	-25	6	-1	1	-9	9	-8
TROY signal inh	-15	29	2	-49	1	4	25	-27
TWEAK-Fn14 inh	-21	26	-5	1	-1	-25	16	10
NR5A2 inv ag	8	-6	22	25	0	-3	24	-32
C8 TRAIL sens	35	30	-7	6	2	19	11	7
EBV LMP1 NFkB	-4	-15	0	1	6	7	11	1
KKLEB tox	-4	-19	-7	-10	-5	-3	12	4

25. CC(=O)Nc1nc(-c2ccccc2)c(-c2ccccc2)o1
26. O=C(Nc1cccc(Cl)c1N1CCCC1)c1ccc([N+](=O)[O-])o1
27. COc1ccccc1-c1csc(C(O)c2ccc(F)c(F)c2)n1 (stereo unspecified)
28. NNC(=S)Nc1cccc(Cl)c1
29. O=C1OC=NC1=Cc1ccccc1
30. Cc1ccc(S(=O)(=O)NN=C2CCc3ccccc32)cc1
31. c1ccc2c(c1)CC(N1CCCCC1)c1ccccc1N2 (stereo unspecified)
32. CCOc1ccccc1C(=O)NC(CO)C(=O)O (stereo unspecified)
Screen / compound no.	25	26	27	28	29	30	31	32
SRC1 inh	-5	8	-11	-18	-8	-16	-15	-9
CF NFkB inh	-20	10	-8	-1	-7	11	-9	4
COUP-TFII inh	-5	-3	2	-9	2	-9	19	-1
NCOA2 inhibitor	-14	-19	-25	-8	-9	-29	4	-15
SRC3 inh	17	13	-9	7	-11	4	12	-2
TROY signal inh	-4	24	-22	-10	-1	-20	13	-9
TWEAK-Fn14 inh	-9	-16	-24	-8	16	25	-6	-2
NR5A2 inv ag	9	9	-7	0	-6	-2	3	-1
C8 TRAIL sens	0	-4	-5	14	-13	-1	-11	-15
EBV LMP1 NFkB	-9	9	nt	-5	-8	-12	5	2
KKLEB tox	6	-3	14	16	-5	6	14	7

33. COc1ccccc1NC(=O)COC(=O)[C@@H]1CCCN1C(=O)c1cccs1
34. COc1ccc(CNC(=O)c2sc3nc4c(c(C(F)(F)F)c3c2N)CCC4)cc1OC
35. Cn1c(SCCC#N)nnc1-c1ccc(F)cc1
36. COc1ccc(CCNC(=O)CSc2nc3c(c(=O)n(C)c(=O)n3C)n2C(C)C)cc1OC
37. CC(C)(C)NC(=O)NC(=O)COC(=O)CNS(=O)(=O)c1ccc(Br)cc1Cl
38. O=C(NCc1ccccn1)c1cc(-c2ccncc2)nc2ccccc12
39. CCCCCCCCCCOC(=O)c1csc2nnsc12
40. O=C(NCC1CCCO1)c1cc(S(=O)(=O)Nc2ccc(Br)cc2)ccc1Cl (stereo unspecified)
Screen / compound no.	33	34	35	36	37	38	39	40
SRC1 inh	-9	-11	-10	10	6	-3	8	-5
CF NFkB inh	-3	-4	-6	6	-5	-1	16	8
COUP-TFII inh	2	21	nt	-13	-10	-1	-26	-7
NCOA2 inhibitor	-3	-5	nt	-5	-2	-9	15	16
SRC3 inh	-2	19	4	9	-8	-6	7	3
TROY signal inh	6	24	11	-14	14	-9	2	8
TWEAK-Fn14 inh	13	-5	-13	5	-5	7	1	0
NR5A2 inv ag	10	7	-6	25	0	17	7	-9
C8 TRAIL sens	-6	7	-18	2	-3	-4	17	-3
EBV LMP1 NFkB	5	20	-10	-16	5	-2	9	-2
KKLEB tox	4	-7	-8	7	-1	-13	2	3

41. CCOc1cc2c(cc1OCC)CN(C(=O)c1cccc(S(=O)(=O)N3CCCC3)c1)CC2
42. CC1=NN(C(=O)Cc2ccc(C)cc2)C(O)(c2cccnc2)C1 (stereo unspecified)
43. CC(C)(C)OC(=O)N1CC(O)CC1C(=O)OCC(=O)c1ccc(Cl)cc1 (stereo unspecified)
44. CC(C)Cn1c(N)c(C(=O)COC(=O)c2ccc(O)cc2)c(=O)n(C)c1=O
45. CC(=O)c1sc(NC(=O)CCS(=O)(=O)c2ccc(Cl)cc2)nc1C
46. Cc1ccn2c(Nc3ccc4c(c3)OCO4)c(-c3ccc(O)cc3)nc2c1
47. O=C(NCc1cccs1)Nc1cccc(Cl)c1
48. CC(=O)Nc1nonc1NC(=O)CSc1ccccn1
Screen / compound no.	41	42	43	44	45	46	47	48
SRC1 inh	12	0	5	7	-12	-28	-28	-1
CF NFkB inh	8	-9	6	10	56*	2	17	1
COUP-TFII inh	13	-5	7	-9	13	-8	-26	-1
NCOA2 inhibitor	8	-20	18	-10	6	-18	-70	-3
SRC3 inh	12	-18	-8	2	-13	3	-17	-17
TROY signal inh	21	-26	11	12	-14	-31	-49	-18
TWEAK-Fn14 inh	-12	-2	-6	-9	13	-20	-26	-1
NR5A2 inv ag	8	1	-5	5	-32	13	-29	-9
C8 TRAIL sens	-27	-12	-3	3	2	-33	-3	-10
EBV LMP1 NFkB	3	-6	-1	10	-1	-4	-18	-7
KKLEB tox	-3	-9	-2	0	4	-12	-7	-12

49. CC(=O)C1C(c2cccc(F)c2)NC(=O)NC1(O)C(F)(F)F (stereo unspecified)
50. COc1ccc(CC(=O)NC2CCCCCC2)c(OC)c1
51. O=C(O)CSc1nc2ccccc2n1-c1ccccc1
52. Cc1cc(NCC(C)C)n2ncnc2n1
53. O=C(O)c1csc(N/N=C/c2ccc(Br)cc2)n1
54. COc1ccccc1CNC(=O)N1CCN(c2ccccc2Cl)CC1
55. Cc1ccc(SCc2cc(-c3ccc(Cl)cc3)no2)cc1
56. CC(=NCCc1c(C)[nH]c2ccc(OCc3ccccc3)cc12)C1=C(O)CC(c2ccccc2)CC1=O (stereo unspecified)
57. COc1cc2nc(=S)n(CCCN3CCOCC3)c(N)c2cc1OC
Screen / compound no.	49	50	51	52	53	54	55	56	57
SRC1 inh	-5	6	-14	-5	6	4	8	1	9
CF NFkB inh	-11	4	-13	5	-19	-1	14	6	11
COUP-TFII inh	11	-15	4	-11	-6	3	-1	21	nt
NCOA2 inhibitor	5	14	-29	-2	11	-9	13	-5	nt
SRC3 inh	0	-3	-14	-1	4	2	-9	-5	5
TROY signal inh	11	-13	18	-8	-19	5	-30	1	4
TWEAK-Fn14 inh	47	9	16	3	7	-10	-25	29	-2
NR5A2 inv ag	4	-17	-14	5	3	-8	-6	2	-13
C8 TRAIL sens	-10	10	-14	1	-7	-1	7	2	-8
EBV LMP1 NFkB	7	2	3	19	-7	-4	3	-5	-1
KKLEB tox	12	3	5	-3	17	-2	-10	-12	-3
